# PI5P4K alpha inh: blocks human PI5P4K alpha kinase activity; P48426; PI5P4Kalpha enzyme, ADP-Glo luminescence, 60 min; stronger effect = lower value; max response, %; 1.2% of 330,000 active; AID 652105; active = max response of -50% or lower; inconclusive = between -30% and -50%; inactive = -30% or higher; note: value at the top dose of about 77 µM; % is set by controls: 0 for no effect and ±100 for the full control effect
#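 Quantitative HTS of the MLSMR library against PI5P4Kalpha with substrate. ATP added last at 5 microM final; room temperature, 60 minutes. Remaining ATP depleted, ADP converted and read as luminescence.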
# EPAC2 antag: antagonists of human EPAC2; Q8WZA2; 0.18% of 360,000 active; Potency, µM (doses to about 114 µM), for inactives: at the top dose activity, negative = inhibition, usual class: inhibitors; AID 720708; EPAC2 GEF exchange of Rap1B-BODIPY-GDP, fluorescence; note: potency is the fitted concentration of half-maximal effect; % is set by controls: 0 for no effect and ±100 for the full control effect; nearly all actives have a fitted effect of over 45% in size; many of its hits are not listed in these tables
# WRN inhibitor: WRN helicase (human) inhibition; 0.46% of 360,000 active; AID 651768; Q14191; Potency, µM (series often up to 114 µM), without a hit: top-dose activity change, negative = inhibition, actives largely listed as inhibitors; WRN helicase unwinding, fluorescent forked duplex, kinetic; note: potency is the fitted concentration of half-maximal effect; % is set by controls: 0 for no effect and ±100 for the full control effect; nearly all actives have a fitted effect of over 55% in size
#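 Primary qHTS, 1536-well format. 20 nM WRN + compound, 15 min RT; start with 100 nM forked fluorophore/quencher duplex, 2 mM ATP (final); kinetic read ex 525/em 598 nm.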
# PLK1 PBD block: blocks phosphopeptide binding to human PLK1 polo-box domain. Plk1 PBD binding of FITC phosphopeptide, fluorescence polarization. P53350. Potency, µM, for the others: max response, negative = inhibition, most hits filed as inhibitors. 2.8% of 360,000 active; note: potency is the fitted concentration of half-maximal effect; series mostly up to about 57 µM; % is set by controls: 0 for no effect and ±100 for the full control effect; nearly all actives have a fitted effect of over 65% in size
# CCT chaperon mod: changes cytosolic chaperonin activity. 0.3% of 360,000 active. purified chaperonin ATPase assay, HTRF ADP detection, 30 min. activity change, % (test concentration not listed), hits read low; in the data active = activity change below about -30%; note: % is set by controls: 0 for no effect and ±100 for the full control effect
#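 Nucleotide hydrolysis assay: TRiC at 20–40 nM final (set by batch activity) with 10 uM ATP, 30 min at 37 °C, in presence of 76 uM compound. Detection by competitive ADP HTRF, 30 min ambient.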
# Mm-Cpn inhibitor: inhibitors of Methanococcus maripaludis chaperonin (MmCpn); purified Mm-Cpn ATPase, ADP Transcreener TR-FRET; Potency, µM (highest dose often 76.9 µM), for the others: at the highest dose activity, negative = inhibition, usual class: inhibitors; 0.031% of 330,000 active; AID 504842; note: potency is the fitted concentration of half-maximal effect; % is set by controls: 0 for no effect and ±100 for the full control effect; nearly all actives have a fitted effect of over 80% in size
#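 TR-FRET (320 nm excitation; 590 and 665 nm emission) reports ADP made from 10 uM ATP by 25 nM enzyme; compounds were preincubated 10 min, reaction run 30 min, both at 37°C.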
# EPAC1 agonist: EPAC1 (human) agonism; Potency, µM (doses to about 154 µM), for inactives: at the top dose activation, actives largely listed as activators; 0.073% of 360,000 active; AID 720707; O95398; EPAC1 agonist qHTS, biochemical assay; response scale: 100% = response to 6.5 mM cAMP; note: potency is the fitted concentration of half-maximal effect; nearly all actives have a fitted effect of over 60% in size
# Target sequence (O95398 whole entry, looked up): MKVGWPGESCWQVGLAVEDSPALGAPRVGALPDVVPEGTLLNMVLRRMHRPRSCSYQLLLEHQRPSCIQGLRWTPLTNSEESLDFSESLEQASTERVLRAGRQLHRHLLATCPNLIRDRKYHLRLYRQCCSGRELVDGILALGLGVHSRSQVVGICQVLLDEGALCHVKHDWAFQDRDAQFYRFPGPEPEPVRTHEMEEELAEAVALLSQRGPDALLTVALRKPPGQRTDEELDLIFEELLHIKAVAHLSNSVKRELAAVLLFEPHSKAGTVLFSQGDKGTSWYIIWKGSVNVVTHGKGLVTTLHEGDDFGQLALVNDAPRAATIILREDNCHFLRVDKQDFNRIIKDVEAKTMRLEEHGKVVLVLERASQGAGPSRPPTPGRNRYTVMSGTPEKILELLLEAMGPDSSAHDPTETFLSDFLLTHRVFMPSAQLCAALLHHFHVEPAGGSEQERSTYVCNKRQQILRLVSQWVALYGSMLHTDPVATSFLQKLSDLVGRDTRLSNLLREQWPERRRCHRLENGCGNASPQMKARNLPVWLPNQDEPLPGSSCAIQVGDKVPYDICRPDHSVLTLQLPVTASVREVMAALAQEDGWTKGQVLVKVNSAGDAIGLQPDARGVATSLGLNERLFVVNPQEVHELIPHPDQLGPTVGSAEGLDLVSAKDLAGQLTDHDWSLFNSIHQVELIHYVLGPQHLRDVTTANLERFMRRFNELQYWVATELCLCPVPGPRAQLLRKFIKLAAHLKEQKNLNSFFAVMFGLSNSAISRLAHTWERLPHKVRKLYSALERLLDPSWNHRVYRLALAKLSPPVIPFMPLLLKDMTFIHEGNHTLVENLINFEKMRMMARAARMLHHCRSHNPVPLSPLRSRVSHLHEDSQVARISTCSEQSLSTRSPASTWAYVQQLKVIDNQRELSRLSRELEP
#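 Normalized to 6.5 mM cAMP, activity reflects EPAC1-catalysed release of BODIPY-GDP from Rap1B, followed kinetically over 30 min at 480 nm excitation, 540 nm emission. Reaction contained 100 nM EPAC1, 250 nM Rap1B-BODIPY-GDP, 50 uM GDP.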
# EPAC1 antag: blocks human EPAC1 exchange factor; EPAC1 GEF assay, Rap1b-BODIPY-GDP exchange fluorescence; O95398; Potency, µM (top dose mostly 115 µM), without a hit: at the top dose activity change, negative = inhibition, hits mostly inhibitors; 0.14% of 360,000 active;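 note: potency is the fitted concentration of half-maximal effect; plate controls were vehicle for no effect and positive control for full effect; nearly all actives have a fitted effect of over 50% in size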
# Numbers without * were called inactive; ? = inconclusive; · = no result given; [ ] = dose if it differs, or a comment. Unless noted, calls come from the whole dose curve; as a rule, active = well fitted curve in the direction sought with a large enough effect; inconclusive = small, poorly fitted or top-dose-only effect, or another doubt; inactive = no such curve, though single readings can be large; an effect the other way counts as inactive or inconclusive. Some of the compounds tested; count on the stated rates, not on these rows.
SMILES,PI5P4K alpha inh,EPAC2 antag,WRN inhibitor,PLK1 PBD block,CCT chaperon mod,Mm-Cpn inhibitor,EPAC1 agonist,EPAC1 antag
CC(=O)Nc1ccc(OC(=O)N2CCCCC2)cc1,1,13%,10%,-6%,1.8,2%,2%,-8%
CC12CN3CCN(CC(C3)C1O)C2 (centres undefined),2,-10%,-37%[57.1 µM],-8%,-1.7,1%,-9%,-7%
C[C@H]1CN([C@@H](C)CO)C(=O)CCCn2nncc2CO[C@H]1CN(C)C(=O)Oc1ccc2ccccc2c1,-2,-10%,-10%,-13%,2.1,·,8%,?
O=P(CN1CCN(c2ccccc2)CC1)(N1CCCCC1)N1CCCCC1,·,-17%,3%,-11%,-4.1,-1%,5%,0%
COc1cc2[nH]c(=O)n(-c3ccc(C)cc3)c(=O)c2cc1OC,-6,-5%,-12%,-11%,-4.8,0%,9%,-7%
O=C(CN1CC(c2ccccc2)CC1=O)Nc1cccc(F)c1 (centres undefined),-1,-11%,-5%,?,3.1,0%,-5%,-12%
c1cnc(OCCN2CC2)cn1,26,-11%,?,-8%,-2.9,·,4%,-9%
CCOC(=O)C1(CCOc2ccccc2)CCN(C(C)CSC)CC1 (centres undefined),2,2%,-7%,3%,0.0,-1%,-17%,-5%
CCc1ccc(N2C(=O)NC(=O)/C(=C\c3cccn3CCOc3ccc(C(C)C)cc3)C2=O)cc1,-23,7%,2%,-7%,-3.3,2%,-1%,5%
O=c1oc2ccccc2c(O)c1C(c1ccccn1)c1c(O)c2ccccc2oc1=O,-5,-13%,-11%,-8%,0.0,-10%,-9%,-12%
CCOP(=O)(OCC)C(O)c1ccc(Br)cc1 (centres undefined),1,0%,7%,-8%,-0.4,0%,-2%,-5%
CSc1nnc([C@@H](N)Cc2ccccc2)o1,·,-2%,8%,-2%,-1.4,0%,3%,4%
CC(C)OCCCNC(=O)c1c(N)n(Cc2cccs2)c2nc3ccccc3nc12,-5,-25%,-9%,-9%,-1.2,-2%,3%,-16%
O=[N+]([O-])c1ccccc1CNCCc1ccc(F)cc1,·,0%,-3%,-7%,-1.0,0%,8%,3%
COc1ccc(NP(=O)(Oc2cccc(C)c2)Oc2cccc(C)c2)cc1OC,0,-26%,-7%,3%,-1.4,1%,-5%,-7%
C[C@]12CCC(=O)C=C1CC[C@@H]1C2CC[C@]2(C)C(=O)CCC12 (some centres undefined),0,0%,3%,-6%,-0.5,2%,-5%,-16%
CCC(=O)O[C@H]1CC[C@H]2[C@@H]3CCC4=CC(=O)CC[C@]4(C)[C@H]3CC[C@]12C,0,?,3%,-13%,-1.9,·,-7%,-17%
Cc1nn(Cc2ccccc2)c(Cl)c1C(=O)NC1CCCc2ccccc21 (centres undefined),-2,-11%,2%,-20%,-4.1,0%,5%,-4%
Cc1cccc(-n2c(O)c(/C=C/C=Nc3ccccc3)c(=O)[nH]c2=O)c1,-17,9%,-12%,51%[activator],0.5,-5%,100µM*,6%
CC(=O)OC1CC[C@]2(C#N)[C@H]3CC[C@]4(C)[C@H](C5C=CC(=O)O5)CCC4(O)C3CCC2(O)C1 (some centres undefined),-8,4%,2%,-6%,-0.3,1%,-3%,-19%
CCc1ccc2c(CN3CC=C(c4ccccc4)CC3)cc(=O)oc2c1,7,3%,-2%,-13%,-4.0,-11%,-2%,5%
O=C1NC(=O)N(Cc2ccccc2)C(=O)/C1=C/c1cnc(-c2ccccc2)nc1,-73*,-7%,?,6.7µM*,-3.2,-1%,-5%,-30%
CSc1ccc(C(c2c(O)c3ccccc3oc2=O)c2c(C)n(C)n(-c3ccccc3)c2=O)cc1 (centres undefined),-1,3%,-4%,-1%,0.3,?,-13%,-17%
CN(C(=O)Oc1cccc2ccccc12)C1C=CCC1 (centres undefined),1,-14%,10%,-10%,0.7,·,-7%,5%
CC1CCC[C@H](O)CCCCCc2cc(O)cc(O)c2C(=O)O1 (some centres undefined),2,-2%,2%,-12%,-0.9,2%,2%,-8%
CN1OC[C@@H]2CN[C@H](c3ccccc3Br)C[C@@H]21,2,0%,6%,-8%,-2.3,·,-13%,?
c1ccc(N2Cc3ccccc3-n3nncc3C2)nc1,-2,-7%,-4%,-10%,-0.3,·,-8%,3%
O=C(CN1CCCCC1)Nc1ccc(Br)cc1C(=O)c1ccccc1Cl,7,0%,4%,1%,1.3,?,-6%,11%
Cc1ccc(-n2c(O)c(C=NC3CCCCC3N)c(=O)[nH]c2=O)cc1C (centres undefined),-6,24%[57.1 µM],5%,-4%,0.5,1%,-8%,-3%
Cc1cccn2c(NCC3CCCO3)c(C(C)C)nc12 (centres undefined),·,3%,-9%,0%,-3.7,-15%,-6%,6%
Cc1ccc(NP(=O)(c2ccccc2)c2nc3ccccc3s2)cc1 (centres undefined),0,-15%,-7%,-3%,-1.3,-11%,-6%,-15%
CC(C)[N+](C)(CCC(C(N)=O)(c1ccccc1)c1ccccc1)C(C)C,?,-2%,8%,?,-1.2,-1%,-10%,7%
O=c1[nH]c(O)c(N=Nc2cc([N+](=O)[O-])ccc2O)c(=O)[nH]1,?,?,-25%,2%,0.7,-21%,3%,?
CC(C)N1CCN(Cc2cccc([N+](=O)[O-])c2)CC1,0,2%,-13%,-7%,-1.8,1%,-4%,0%
COC(=O)C1=C(c2ccc(OCc3ccccc3)c(F)c2)C[C@@H]2CC[C@H]1N2C,-1,-15%,-1%,-4%,-0.1,·,-7%,-8%
O=C(NC1CN2CCC1CC2)c1cc(Cl)c([N+](=O)[O-])c2nc[nH]c12 (centres undefined),1,10%,6%,-10%,-1.0,1%,-4%,-8%
C[N+]1(C)C2CCC1CC(OC(=O)c1c[nH]c3ccccc13)C2 (centres undefined),5,5%,9%,4%,1.1,-12%,-12%,-12%
O=C(c1cccn2c(=O)c3cc(Cl)ccc3nc12)N1CCC2(CC1)OCCO2,·,0%,3%,-6%,0.9,-1%,8%,0%
COc1cccc(CN2CCC(n3nccc3NC(=O)CCOc3ccccc3)CC2)c1O,3,-7%,?,-11%,0.0,·,8%,-16%
COc1ccc(CCNC2CCCCC2)cc1OC,-1,6%,2%,-3%,1.5,0%,7%,14%
COC(=O)C1=C(c2ccccc2OCc2ccccc2)C[C@@H]2CC[C@H]1N2C(=O)NCc1ccccc1,-6,-4%,3%,-11%,-22,1%,2%,6%
CCSc1nnc([C@@H](N)Cc2c[nH]c3ccccc23)o1,1,4%[57.1 µM],10%,-1%,-2.2,3%,3%,-9%
CCOc1ccc(-n2c(O)c(/C=C3\C=Nc4ccccc43)c(=O)[nH]c2=O)cc1,-9,8%,-34%,23%,0.5,2%,-1%,-5%
Cc1c(NP(=O)(C(C)(C)C)C(C)(C)C)c(=O)n(-c2ccccc2)n1C,0,-5%,2%,4%,3.3,2%,6%,15%
Nc1cc(C(=O)Nc2ccccc2F)ccc1N1CC2CC(C1)c1cccc(=O)n1C2 (centres undefined),-13,-2%,3%,-2%,0.8,·,10%,15%
COC(=O)CC1(CC(=O)OC)C(=O)NC(=O)NC1=O,·,-2%,13%,-6%,-6.0,-3%,13%,0%
C[C@]12CCC3[C@@H](CC[C@H]4C[C@@H](O)CC[C@]34C)C1CCC2=O (some centres undefined),-6,0%,10%,-8%,2.9,2%,-4%,-28%
CC(=NCCc1ccccc1)c1c(O)n(C)c(=O)n(C)c1=O,-9,-1%,12%,-3%,-0.8,2%,-5%,13%
O=P(O)(Oc1ccccc1)c1ccccc1,-3,3%,2%,-3%,-3.1,·,8%,6%
CCOc1cc(C=C2C(=O)NC(=O)NC2=O)ccc1OS(=O)(=O)c1ccccc1,-63*,-6%,45µM*,3.4µM*,1.8,1%,9%,-13%
Cc1oc(-c2ccc(Cl)cc2)nc1CS(=O)CC(=O)N1CCC2(CC1)OCCO2 (centres undefined),·,2%,-5%,-15%,-0.9,-4%,13%,-1%

# In a second layout: results already given.
Compound | PI5P4K alpha inh | EPAC2 antag | WRN inhibitor | PLK1 PBD block | CCT chaperon mod | Mm-Cpn inhibitor | EPAC1 agonist | EPAC1 antag
C[N+]1(C)C2CCC1CC(OC(=O)c1c[nH]c3ccccc13)C2 (centres undefined) | 5 | 5% | 9% | 4% | 1.1 | -12% | -12% | -12%
O=C(c1cccn2c(=O)c3cc(Cl)ccc3nc12)N1CCC2(CC1)OCCO2 | · | 0% | 3% | -6% | 0.9 | -1% | 8% | 0%
COc1cccc(CN2CCC(n3nccc3NC(=O)CCOc3ccccc3)CC2)c1O | 3 | -7% | ? | -11% | 0.0 | · | 8% | -16%
COc1ccc(CCNC2CCCCC2)cc1OC | -1 | 6% | 2% | -3% | 1.5 | 0% | 7% | 14%
COC(=O)C1=C(c2ccccc2OCc2ccccc2)C[C@@H]2CC[C@H]1N2C(=O)NCc1ccccc1 | -6 | -4% | 3% | -11% | -22 | 1% | 2% | 6%
CCSc1nnc([C@@H](N)Cc2c[nH]c3ccccc23)o1 | 1 | 4%[57.1 µM] | 10% | -1% | -2.2 | 3% | 3% | -9%
CCOc1ccc(-n2c(O)c(/C=C3\C=Nc4ccccc43)c(=O)[nH]c2=O)cc1 | -9 | 8% | -34% | 23% | 0.5 | 2% | -1% | -5%
Cc1c(NP(=O)(C(C)(C)C)C(C)(C)C)c(=O)n(-c2ccccc2)n1C | 0 | -5% | 2% | 4% | 3.3 | 2% | 6% | 15%
Nc1cc(C(=O)Nc2ccccc2F)ccc1N1CC2CC(C1)c1cccc(=O)n1C2 (centres undefined) | -13 | -2% | 3% | -2% | 0.8 | · | 10% | 15%
COC(=O)CC1(CC(=O)OC)C(=O)NC(=O)NC1=O | · | -2% | 13% | -6% | -6.0 | -3% | 13% | 0%
C[C@]12CCC3[C@@H](CC[C@H]4C[C@@H](O)CC[C@]34C)C1CCC2=O (some centres undefined) | -6 | 0% | 10% | -8% | 2.9 | 2% | -4% | -28%
CC(=NCCc1ccccc1)c1c(O)n(C)c(=O)n(C)c1=O | -9 | -1% | 12% | -3% | -0.8 | 2% | -5% | 13%
